Mdm2-MdmX inh – inhibitors of human Mdm2/MdmX interaction; O15151+Q00987; SaOS-2 split-luciferase Mdm2/MdmX complementation, luminescence; inhibition, % at 8 µM; hit rate 3% among 330,000; AID 485346;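 active = inhibition of at least 50% at 8 µM in the primary screen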
APJ agonist – APJ receptor agonism; CHO-K1 APJ PathHunter beta-arrestin, luminescence; 0% DMSO wells, 100% apelin; P35414; activation, % at 20 µM; hit rate 0.11% among 330,000;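 active = activation more than six SD over the plate average, tested at 20 µM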;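 also: 0% = DMSO alone and 100% = apelin-13 at 10 nM; some results filed as inactive read as strong as hits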
Target sequence (P35414 whole entry, looked up): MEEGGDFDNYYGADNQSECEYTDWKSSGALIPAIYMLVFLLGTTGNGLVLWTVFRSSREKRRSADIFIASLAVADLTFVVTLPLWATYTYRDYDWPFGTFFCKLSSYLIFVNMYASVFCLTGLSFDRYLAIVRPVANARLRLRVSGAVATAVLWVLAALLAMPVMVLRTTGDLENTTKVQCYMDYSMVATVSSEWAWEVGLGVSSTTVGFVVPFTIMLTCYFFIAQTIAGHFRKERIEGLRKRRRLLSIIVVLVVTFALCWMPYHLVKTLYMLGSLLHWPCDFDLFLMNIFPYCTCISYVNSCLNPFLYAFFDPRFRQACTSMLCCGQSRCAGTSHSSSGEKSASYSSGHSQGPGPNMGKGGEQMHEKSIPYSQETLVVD
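assay system = CHO-K1 APJ beta-arrestin complementation cell line | input = cell density 1000 per well | dosing = compound 20 µM once, DMSO 1% | timing = compound 90 min 25 °C, reagent 1 h | measured by = luminescence from split beta-galactosidase complementation, Galacton Star/Emerald II substrate | read-out basis = APJ agonist activity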
UPR XBP1 act – adaptive UPR (XBP1) activation; CHO-XBP1 luciferase reporter, IRE1-XBP1 UPR activation, luminescence; percent of tunicamycin response, DMSO as zero; activation, % at 20 µM; hit rate 0.33% among 330,000; AID 463104;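 active = versus positive control, 20 µM dose yields 30% or more activation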;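 also: 100% = tunicamycin at 10 µg/mL and 0% = DMSO only wells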
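Signal: luciferase luminescence; Assay system: CHO-XBP1 luciferase reporter cells; Amount: one thousand reporter cells per well; Dosing: 20 µM single concentration, DMSO 1%; Benchmarks: high control tunicamycin 10 µg/mL final, low control DMSO vehicle only; Schedule: 6 h compound exposure at 37 °C, 5% CO2; Evaluation: percent activation relative to tunicamycin reference.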
APJ antag – antagonists of human APJ apelin receptor | CHO-K1 APJ beta-arrestin complementation, luminescence | inhibition, % at 20 µM | hit rate 0.32% among 330,000;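 active = inhibition above about 40% at 20 µM, limit read from the data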;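 also: cells challenged with 10 nM apelin-13 agonist together with compound; plate controls were apelin-13 plus DMSO wells for no effect and DMSO wells lacking apelin-13 for full effect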
TIM10 inh – TIM10 yeast growth inhibition. hit rate 1.4% among 330,000. S. cerevisiae TIM10 strain growth, BacTiter-Glo luminescence, 24 h. inhibition, % at 10 µM;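 active = inhibition of 40% or more at the single tested concentration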;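 also: wild-type TIM10 isogenic control strain grown at permissive 25 °C; 0% = DMSO yeast wells and 100% = minimal medium wells without yeast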
UPR CHOP act – apoptotic UPR (CHOP) activation | CHO-CHOP luciferase reporter, luminescence; percent of tunicamycin response over DMSO baseline | activation, % at 10 µM | hit rate 0.34% among 330,000;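 active = at 10 µM dose, activation of 40% or more, normalized to positive control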;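 also: 100% = tunicamycin at 10 µg/mL and 0% = DMSO alone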
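Dosing – one dose, 10 µM in 0.5% DMSO · System – CHO-CHOP cells, stable luciferase reporter of PERK-eIF2a-CHOP signalling · Input – 500 cells/well · Control set – tunicamycin 10 µg/mL final as positive, DMSO-only wells as negative · Timing – 6 h compound treatment, 37 °C · Measure – % activation vs tunicamycin · Technique – luminescence read with Steady-Glo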
tim23-1 inh – tim23-1 yeast growth inhibition. S. cerevisiae tim23-1 growth, BacTiter-Glo luminescence, 24 h. inhibition, % at 20 µM. hit rate 1.3% among 330,000. AID 463212;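 active = growth inhibition of the mutant yeast at or above 50%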;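 also: temperature-sensitive mutant grown at 25 °C; plate controls were DMSO-treated mutant yeast for no effect and medium wells lacking yeast for full effect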
tim10-1 inh – growth inhibitors of tim10-1 mutant yeast. S. cerevisiae tim10-1 ts strain growth, BacTiter-Glo, 24 h. inhibition, % at 20 µM. hit rate 2.2% among 330,000. AID 463190;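 active = inhibition of at least 40%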;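 also: mutant grown at 25 °C; 0% = DMSO wells with yeast and 100% = wells holding no yeast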
CXCR6 block – inhibitors of human CXCR6 receptor. hit rate 0.36% among 360,000. CHO-K1 PathHunter CXCR6 beta-arrestin, luminescence. O00574. inhibition, % at 20 µM; in the data active = inhibition above about 34%, passing the limit was not always enough;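 also: antagonist mode with CXCL16 agonist at 10 nM final; 0% = 10 nM CXCL16 with DMSO and 100% = unstimulated wells without agonist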
Target sequence (O00574 whole entry, looked up): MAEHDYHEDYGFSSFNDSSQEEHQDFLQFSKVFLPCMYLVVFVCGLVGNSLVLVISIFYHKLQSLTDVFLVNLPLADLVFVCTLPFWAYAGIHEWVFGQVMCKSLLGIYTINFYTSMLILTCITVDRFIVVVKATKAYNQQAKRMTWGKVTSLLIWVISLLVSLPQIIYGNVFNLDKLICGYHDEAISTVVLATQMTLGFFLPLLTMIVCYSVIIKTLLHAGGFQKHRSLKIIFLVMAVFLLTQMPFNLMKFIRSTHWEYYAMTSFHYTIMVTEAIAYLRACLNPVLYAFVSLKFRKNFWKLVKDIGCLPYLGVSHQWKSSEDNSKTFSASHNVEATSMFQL
Numbers without * were called inactive; nt = no result given. A portion of the library, so the mix of outcomes need not match the whole.

SMILES	Mdm2-MdmX inh	APJ agonist	UPR XBP1 act	APJ antag	TIM10 inh	UPR CHOP act	tim23-1 inh	tim10-1 inh	CXCR6 block
Cc1cccc(NC(=O)COC(=O)c2cc3ccccc3oc2=O)c1	10	-3	-7	-14	3	-1.0	-2	-6	4
COc1ccc(NS(=O)(=O)c2csc(C(=O)N3CCCC3)c2)c(OC)c1	12	-2	-3	15	0	1.8	2	1	11
COc1ccccc1Oc1ccc(Oc2ccccc2OC)cc1	4	-3	-4	7	25	0.4	21	24	-5
O=C(Nc1ccccc1)c1nc[nH]c1C(=O)NCCCCNC(=O)c1[nH]cnc1C(=O)Nc1ccccc1	77*	-1	3	0	2	3.5	14	-2	-18
COc1ccc(NC(=O)COc2ccc(C(=O)OCC(=O)N(C(C)C)C(C)C)cc2OC)cc1	16	-4	0	-19	6	-0.9	13	1	1
COc1ccc(/C=C2\SC(=O)N(CC(=O)Nc3ccc(F)cc3)C2=O)cc1O	-5	2	-2	-6	-10	3.9	-11	6	4
CCOc1ccc(S(=O)(=O)N2CCCCC2)cc1NC(=O)Cc1ccsc1	40	-2	5	2	-2	2.6	-6	-4	12
CC(=O)Nc1ccc(NC(=O)c2cccc(-c3cc4ccccc4oc3=O)c2)cc1	-15	-5	-2	-38	-42	2.8	-18	2	2
O=C1S/C(=C/c2ccc(N3CCOCC3)o2)C(=O)N1Cc1c(F)cccc1Cl	15	-3	1	22	24	4.7	29	59*	9
O=C(OCc1ccccc1)C1=NNC2C(=O)N(c3ccc(Br)cc3)C(=O)C12 (configuration not stated)	-6	1	-1	14	11	0.0	12	12	-6
CCOC(=O)CN1C(=O)C(O)=C(C(C)=O)C1c1ccc([N+](=O)[O-])cc1 (configuration not stated)	14	-1	-3	7	-5	-0.1	6	1	-3
CN(C)CCCNC(=O)C[C@H]1C[C@H](C(=O)N2CCCCC2)[C@@]2(C)c3[nH]c4cc(CCC(=O)N(C)C)ccc4c3CCN2C1=O	11	nt	7	nt	-19	-0.2	20	12	0
O=C(CCc1nc2ccccc2c(=O)[nH]1)NNC(=O)c1ccccc1Cl	26	-6	-5	17	-2	1.3	-16	-9	8
Cc1cc(NC(=O)c2cc(C(C)C)on2)no1	0	4	3	-18	1	1.4	21	4	-8
CSCCC(NS(=O)(=O)c1ccc(C)cc1)C(=O)N1CCN(C(C)=O)CC1 (configuration not stated)	-2	-6	-3	-54	-14	0.6	-13	-27	-7

Ordered by heavy-atom count (rising): some entries from above.
SMILES	Mdm2-MdmX inh	APJ agonist	UPR XBP1 act	APJ antag	TIM10 inh	UPR CHOP act	tim23-1 inh	tim10-1 inh	CXCR6 block
Cc1cc(NC(=O)c2cc(C(C)C)on2)no1	0	4	3	-18	1	1.4	21	4	-8
COc1ccccc1Oc1ccc(Oc2ccccc2OC)cc1	4	-3	-4	7	25	0.4	21	24	-5
CCOC(=O)CN1C(=O)C(O)=C(C(C)=O)C1c1ccc([N+](=O)[O-])cc1 (configuration not stated)	14	-1	-3	7	-5	-0.1	6	1	-3
COc1ccc(NS(=O)(=O)c2csc(C(=O)N3CCCC3)c2)c(OC)c1	12	-2	-3	15	0	1.8	2	1	11
CSCCC(NS(=O)(=O)c1ccc(C)cc1)C(=O)N1CCN(C(C)=O)CC1 (configuration not stated)	-2	-6	-3	-54	-14	0.6	-13	-27	-7
O=C1S/C(=C/c2ccc(N3CCOCC3)o2)C(=O)N1Cc1c(F)cccc1Cl	15	-3	1	22	24	4.7	29	59*	9
CC(=O)Nc1ccc(NC(=O)c2cccc(-c3cc4ccccc4oc3=O)c2)cc1	-15	-5	-2	-38	-42	2.8	-18	2	2
COc1ccc(NC(=O)COc2ccc(C(=O)OCC(=O)N(C(C)C)C(C)C)cc2OC)cc1	16	-4	0	-19	6	-0.9	13	1	1
O=C(Nc1ccccc1)c1nc[nH]c1C(=O)NCCCCNC(=O)c1[nH]cnc1C(=O)Nc1ccccc1	77*	-1	3	0	2	3.5	14	-2	-18
CN(C)CCCNC(=O)C[C@H]1C[C@H](C(=O)N2CCCCC2)[C@@]2(C)c3[nH]c4cc(CCC(=O)N(C)C)ccc4c3CCN2C1=O	11	nt	7	nt	-19	-0.2	20	12	0

Further records
SMILES	Mdm2-MdmX inh	APJ agonist	UPR XBP1 act	APJ antag	TIM10 inh	UPR CHOP act	tim23-1 inh	tim10-1 inh	CXCR6 block
CCCC(C(=O)NCCC(C)C)N(Cc1ccccc1)C(=O)c1snc(C(N)=O)c1N (configuration not stated)	-3	-6	-2	-4	18	0.7	31	19	5
c1ccc2sc(NCC3CCCO3)nc2c1 (configuration not stated)	-48	3	-1	-6	-5	2.8	15	-21	-3
COc1cc(/C=N/NC(=O)c2ccoc2C)ccc1OCCN1CCCCC1	8	-3	-1	4	5	-0.1	-11	1	7
Fc1ccc(-c2ccnc(=S)[nH]2)cc1	-6	-2	2	26	11	-2.2	9	20	6
COc1ccc(C(=O)Nc2c3c(nn2-c2cccc(Cl)c2)CS(=O)C3)cc1 (configuration not stated)	-6	3	-1	1	-11	0.8	-4	-2	-2
CC1CC(OCC(O)CN2CCCCC2C)CC(C)(C)C1 (configuration not stated)	-6	-2	-1	-2	1	1.3	-4	-9	2
COC(=O)Cn1c(Cc2ccccc2)nc2ccccc21	10	-5	-5	1	-10	1.0	9	-1	-6
Cc1cc(NC(=O)c2ccc(F)cc2)n(C)n1	-9	-4	-3	18	1	-0.6	4	0	3
COc1cccc(C2C=C(c3ccc(OC)cc3OC)Nc3nnnn32)c1 (configuration not stated)	33	1	3	-18	0	0.9	22	29	-10
NC1=NC[C@H](c2ccccc2)N1CCc1cccc(F)c1	-3	-7	1	6	-2	-1.6	-11	6	-1
CCOc1ccc(-c2nnn(CC(=O)NCc3ccco3)n2)cc1	-11	-1	-2	7	1	2.9	11	8	-4
COc1ccc(-n2cnc3c(sc4nccc(N(C)C)c43)c2=O)cc1	35	-4	-2	0	3	0.6	2	22	-5
COc1cc(NC(=S)NCCCN2CCOCC2)cc(OC)c1	11	-1	0	1	-13	0.0	-2	3	-7
O=C1CCCN1CCCNS(=O)(=O)c1ccc(F)cc1F	2	-4	0	-8	8	0.3	19	3	-4
O=C(Cn1ccccc1=O)c1cccs1	12	1	-2	-19	-19	-0.4	-4	-9	3
COC(=O)C1=C(C)N(C)C(=O)NC1c1ccc(O)c(OC)c1 (configuration not stated)	3	-3	-4	-49	2	-0.9	7	25	-1
Cc1cc(Oc2nnnn2-c2ccccc2)ccc1Cl	-52	-3	-1	15	40*	2.0	39	40	7
CCOC(=O)Cc1cc(=O)n2[nH]c(C)c(C#N)c2n1	28	2	0	4	-2	-0.3	7	7	-3
FC(c1nc2ccccc2[nH]1)C(F)(F)F (configuration not stated)	20	-1	1	0	-12	-1.8	4	23	0
O=C(Nn1cnnc1)c1cc([N+](=O)[O-])cc([N+](=O)[O-])c1	1	10	-1	-52	-11	-0.2	-2	-17	-10
CN(C)CCOc1ccc(Cl)cc1C(C)(C)C	19	1	1	11	-6	4.2	4	13	-3
O=C(CC1(O)C(=O)Nc2ccccc21)c1cccnc1 (configuration not stated)	29	0	-3	-12	-22	0.5	6	-11	4
CCN(CC(=O)Nc1c(F)cccc1F)C(=O)c1cc(C)oc1C	12	-10	-1	20	7	-1.0	-14	6	4
CC(C)CC(=O)c1c[nH]c(C(=O)NCCCN2CCOCC2)c1	-4	0	-3	19	3	-0.4	-5	6	-2
CNC(=S)N1N=C(c2ccc(OC)cc2)CC1c1ccccc1Cl (configuration not stated)	14	0	1	-9	-2	-0.6	-26	-27	5
CN1CCN(C(=O)CCC(=O)O)CC1	29	-1	-3	5	8	-0.1	4	-1	2
COc1ccc(S(=O)(=O)N(CCc2ccccc2)CC(=O)NC(C)C)cc1	-32	-1	0	-1	19	1.6	29	20	-3
CCOC(=O)C1=NN(C(C)=O)C2(CC(=O)N(c3cc(C)cc(C)c3)C2=O)C1 (configuration not stated)	3	-5	0	-15	-5	0.3	-1	-7	5
CCOC(=O)C1(CCOC)CCN(C(C)CCc2ccc(OC)cc2)CC1 (configuration not stated)	14	-2	1	-9	-14	0.7	2	1	-8
O=C(O)c1ccccc1C(=O)N1CCN(c2ccccc2)CC1	0	-5	-2	2	6	-1.1	2	8	0
COCCC(=O)N1CCC(Oc2ccc(C(=O)N3C[C@@H]4CCC[C@H]3C4)cc2)CC1	3	-1	1	-4	10	1.6	5	0	-3
O=C(COC(=O)c1ccccc1Br)Nc1nnc(-c2ccccc2)o1	20	-1	-2	5	-1	-1.9	10	1	-6
COc1ccc(CC2(CO)CCN(C(C)Cc3ccc(Cl)cc3)CC2)cc1 (configuration not stated)	25	-4	-2	25	-25	-1.0	-72	-38	-11
COc1ccc(-c2cc(-c3ccccc3)nc(Cl)n2)cc1OC	15	-1	1	-9	3	-0.9	31	34	1
O=C(CS(=O)c1cccc(C(F)(F)F)c1)Nc1ccc(Cl)cc1Cl (configuration not stated)	-13	-2	2	-1	-21	0.8	19	6	-2
CSc1nn2cc(CCN3CCOCC3)c(-c3ccc(F)cc3)nc2c1C#N	21	-3	-2	-18	-2	0.8	7	12	3
Nc1nnc(SCC(=O)OCc2ccc(Cl)c(Cl)c2)s1	29	0	-4	-12	2	-0.6	16	16	7
CCCn1ncc(C(=O)N(C)C2CCCN(Cc3ccccc3F)C2)c1C (configuration not stated)	41	-3	-3	1	1	1.6	10	13	-9
CC(=O)c1cccc(S(=O)(=O)N2CCCC(c3nc4c(nnn4Cc4ccc(C)cc4)c(=O)[nH]3)C2)c1 (configuration not stated)	0	3	3	16	1	1.5	-6	-16	4
Cc1ccsc1C(C(=O)NC(C)(C)C)N(Cc1ccco1)C(=O)c1csnn1 (configuration not stated)	0	-1	6	-1	22	-1.4	16	8	-3
Nc1ccc2c(c1)C/C(=C/c1ccco1)C2=O	-18	-2	-3	-8	-14	1.5	-35	-3	9

A few values from the results shown.
O=C(O)c1ccccc1C(=O)N1CCN(c2ccccc2)CC1 @ UPR XBP1 act = -2
CCOc1ccc(-c2nnn(CC(=O)NCc3ccco3)n2)cc1 @ APJ antag = 7

Assay outcomes (PubChem)
